ATXN2 expr inh: inhibitors of ATXN2 expression. HEK-293 ATXN2-luciferase reporter, luminescence, 24 h. Potency, µM (series often up to 57 µM), for the others: at the highest dose activity change, negative = inhibition, actives largely listed as inhibitors. 360,000 compounds, 0.72% hits; also: potency is read from the fitted curve at half-maximal effect; % is scaled to controls: 0 for no effect and ±100 for the full control effect; nearly all actives have a fitted effect of over 55% in size
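qHTS (up to 57 uM final) was run with 24 h compound exposure of reporter cells at 37 °C. Each well was multiplexed: SteadyGlo luminescence measured ATXN2-luciferase expression after a fluorogenic Gly-Phe-AFC viability readout (25 uM final).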
HT1080 IDH1KD tx: HT-1080 IDH1 knockdown cell toxicity (counter line). AID 686971. HT-1080 IDH1 knockdown viability, ATP luminescence, 48 h. 360,000 compounds, 2% hits. Potency, µM (titrated, usually from 46.1 µM), inactives show at the highest dose activity, negative = toxicity, actives largely listed as cytotoxic;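 also: potency is read from the fitted curve at half-maximal effect; 0% = DMSO wells and -100% = cell-free medium wells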
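Luminescent ATP read-out (CellTiter-Glo, 10 min at room temperature) after 48 h compound exposure at 37 °C gave viability of IDH1-knockdown HT-1080 cells. Activity was normalised to DMSO and cell-free wells, then fitted as concentration-response curves.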
SW480 rerep: induces DNA re-replication in SW480 colon adenocarcinoma cells | Potency, µM (titrated, usually from 46.1 µM), inactives show at the highest dose re-replication activation, hits mostly activators | SW480 DNA re-replication, Hoechst DNA content imaging, 48 h | 340,000 compounds, 1.8% hits; also: potency is read from the fitted curve at half-maximal effect; % of control where 0% means no effect; nearly all actives have a fitted effect of over 55% in size
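First, 250 cells per well were seeded. Next, compound or vehicle (23 nL) was pinned in, plates sat 48 hr at 37 C. Finally Hoechst was added for 40 min before fluorescence scanning.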
HT1080NT lethal: kills 2HG-producing HT-1080-NT fibrosarcoma cells; HT-1080-NT fibrosarcoma viability, CellTiter-Glo ATP luminescence, 48 h; 360,000 compounds, 1.6% hits; Potency, µM (titrated, usually from 46.1 µM), for inactives: at the highest dose activity, negative = less viability, hits mostly cytotoxic; AID 686970;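 also: NT is the 2HG producing partner of a matched IDH1 knockdown line; potency is read from the fitted curve at half-maximal effect; 0% = DMSO-treated cells and -100% = media-only wells without cells; nearly all actives have a fitted effect of over 55% in size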
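Viability of the 2HG-overproducing fibrosarcoma line after 48 hours of compound exposure at 37 degrees C was determined by luminescence with CellTiter-Glo, and concentration-effect curves were then fitted and categorized.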
HepG2 tox: counter-screen for TGF-b inhibitors: cytotoxicity in HepG2 cells | HepG2 CAGA-GFP viability, ATP luminescence, 18 h | Potency, µM (highest dose often 46.1 µM), without a hit: top-dose activity change, negative = cytotoxicity, most hits filed as cytotoxic | 410,000 compounds, 0.76% hits | AID 588856; also: potency is read from the fitted curve at half-maximal effect; some results filed as inactive show a strong effect at the top dose
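CellTiter-Glo luminescence gave cytotoxicity after 18 hours at 37 degrees C. The cells were HepG2 CAGA-GFP in 1% FBS DMEM, stimulated with 500 pg/mL TGF-beta after compound addition. %Activity was normalised to no-cell wells (complete cell-killing) and DMSO (no toxicity), and curves were fitted and classified.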
KB-3-1 cytotox: kills parental KB-3-1 adenocarcinoma cells | 400,000 compounds, 1.4% hits | Potency, µM (series often up to 46.1 µM), without a hit: top-dose activity change, negative = cytotoxic, most hits filed as cytotoxic | KB-3-1 viability, CellTiter-Glo ATP luminescence, 72 h | AID 1347075; also: potency is read from the fitted curve at half-maximal effect; % is scaled to controls: 0 for no effect and ±100 for the full control effect; nearly all actives have a fitted effect of over 60% in size
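Cytotoxicity in the drug-sensitive parental line KB-3-1 was scored as loss of CellTiter-Glo luminescence following 72 h incubation with compound. Values come from curve fitting of normalized concentration-response data.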
IL1B secr inh: inflammasome signaling inhibition, IL-1 beta readout. THP-1 LPS/ATP IL-1B secretion, AlphaLISA, 16 h; hits give low values. 360,000 compounds, 4.7% hits. activity change, % at 57.5 µM. AID 743279; in the data active = activity change below about -50%; inconclusive = mostly about -30% to -49%; also: % is scaled to controls: 0 for no effect and ±100 for the full control effect
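Secreted IL-1B measured by AlphaLISA bead assay after 16 h compound exposure of THP-1 cells; compounds (final up to 57.5 uM) added 1 h before LPS (250 ng/mL) and ATP (1.25 mM) stimulation; lower signal means less secretion.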
S2 tox: reduces viability in counter-screen for ATXN expression inhibitors; S2 cells (HEK-293 line with an ATXN2-luciferase reporter) viability, CellTiter-Fluor protease fluorescence, 24 h; Potency, µM (top dose mostly 56.7 µM), hits mostly cytotoxic; 400,000 compounds, 0.49% hits; also: potency is read from the fitted curve at half-maximal effect; nearly all actives have a fitted effect of over 40% in size
MCF10A rerep: DNA re-replication induction in MCF 10a cells. Potency, µM (top dose mostly 46.1 µM), for the others: at the highest dose activity, positive = re-replication, hits mostly activators. MCF 10A DNA re-replication, Hoechst nuclear intensity, 48 h. 350,000 compounds, 2.9% hits; also: potency is read from the fitted curve at half-maximal effect; % of control where 0% means no effect; nearly all actives have a fitted effect of over 50% in size
Numbers without * were called inactive; i = inactive; ? = inconclusive; / = not tested or not shown; [ ] = dose if it differs, or a comment. Unless noted, calls follow the shape of the dose curve; as a rule, active = well fitted curve in the direction sought with a large enough effect; inconclusive = small, poorly fitted or top-dose-only effect, or another doubt; inactive = no such curve, though single readings can be large; an effect the other way counts as inactive or inconclusive.

Below each SMILES: HT1080NT lethal	HepG2 tox	ATXN2 expr inh	MCF10A rerep	KB-3-1 cytotox	HT1080 IDH1KD tx	S2 tox	IL1B secr inh	SW480 rerep
[1] c1ccc(-c2onc3c2CCCC3)cc1
  4%	-4%	0%	19%	10%	3%	i	-4	-1%
[2] CCN(CC)CCN1C(=O)C(=O)/C(=C(/O)c2ccc(S(=O)(=O)N3CCOCC3)cc2)C1c1ccccc1 (stereo not given)
  6%	1%	3%	-1%	20%	8%	i	-14	5%
[3] CCCOc1ccccc1C1Oc2nc(SC)nnc2-c2ccccc2N1C(C)=O (stereo not given)
  /	-27%	10%	/	0%	/	?	/	/
[4] CC1=C(C(N)=O)C(c2cccc(F)c2)n2nc(SCc3ccccc3)nc2N1 (stereo not given)
  /	10%	-4%	/	12%	/	i	/	/
[5] C(CCN1CCOCC1)CN1CCOCC1
  11%	-2%	8%	/	0%	8%	i	28	/
[6] Cc1cc(=O)[nH]c(SCC(=O)N2CCc3ccccc3C2)n1
  13%	0%	-7%	-2%	?	11%	i	12	-2%
[7] CCCCNC(=O)c1onc(CSc2ccncc2)c1C(=O)NCCCC
  8%	2%	1%	-4%	-3%	5%	i	16	-42%[inhibitor]
[8] CC(C(=O)Nc1cc(Cl)cc(Cl)c1)N1CCCC1 (stereo not given)
  -19%	-7%	0%	1%	-6%	-20%	i	-16	-14%
[9] COc1ccc(C(C(=O)NC(C)(C)C)N(Cc2ccco2)C(=O)CCC(=O)Nc2cc(C)on2)cc1 (stereo not given)
  -1%	-3%	-33%	12%	13%	-1%	i	87	2%
[10] COC(=O)Cn1c(CN2CCN(c3ccc(F)cc3)CC2)nc2c1c(=O)n(C)c(=O)n2C
  -25%	-9%	-4%	12%	?	-14%	i	47	-21%
[11] Cc1ccccc1Cn1cccc1/C=C1/C(=N)N2C=CSC2=NC1=O
  ?	-36%	-26%	?	0%	?	?	13	1%
[12] CC1=Nc2ccccc2N=C(NC(=O)CN2CCN(c3ccc(F)cc3)CC2)C1c1ccccc1 (stereo not given)
  -5%	-11%	6%	2%	1%	9%	i	/	-6%
[13] O=C1CCc2cc(S(=O)(=O)N3CCN(Cc4ccc5c(c4)OCO5)CC3)ccc2N1
  -2%	-12%	-1%	2%	1%	1%	i	0	1%
[14] CN(C)CCN(C(=O)c1ccc(S(=O)(=O)N(C)c2ccccc2)cc1)c1nc2cc3c(cc2s1)OCCO3
  28%	13%	25%	-10%	-6%	14%	i	7	?
[15] COc1ccc(C2SCC(C(=O)NCc3ccc(F)cc3)N2C(C)=O)cc1 (stereo not given)
  3%	0%	2%	12%	-2%	6%	i	-8	4%

Screen by screen, quoted from above:
MCF10A rerep, compounds 5 to 10 → /, -2%, -4%, 1%, 12%, 12%
HT1080NT lethal, compounds 5 to 10 → 11%, 13%, 8%, -19%, -1%, -25%
S2 tox, compounds 5 to 10 → i, i, i, i, i, i

Next results follow.
Below each SMILES: HT1080NT lethal	HepG2 tox	ATXN2 expr inh	MCF10A rerep	KB-3-1 cytotox	HT1080 IDH1KD tx	S2 tox	IL1B secr inh	SW480 rerep
[16] Cc1cc(C)c(C)c(S(=O)(=O)N2CCN(C(=O)CNC(=O)c3ccco3)CC2)c1C
  -1%	-24%	-13%	6%	-10%	-10%	i	-12	-11%
[17] CCOC(=O)c1[nH]c2ccccc2c1NC(=O)c1ccc(C)c(C)c1
  /	-35%	-15%	/	7%	/	?	/	/
[18] CN(C(=O)CSc1nnnn1-c1ccc(Cl)cc1)C1CCS(=O)(=O)C1 (stereo not given)
  6%	1%	-5%	8%	0%	0%	i	3	-1%
[19] COc1ccc(S(=O)(=O)N(C)[C@H]2C[C@H]3c4cc(Oc5ccccc5C)ccc4CCN3C(=O)[C@H]2[C@H](C)O)cc1
  -22%	-21%	?	/	-23%	?	?	?	/
[20] CC(=O)NCCCc1c[nH]c2ccc(Cl)cc12
  8%	-18%	-26%	0%	3%	1%	i	-14	-8%
[21] O=C(Nc1ccccc1[N+](=O)[O-])c1nc[nH]c1C(=O)NCCO
  5%	7%	28%	6%	19%	9%	i	0	-6%
[22] COc1ccc(-c2nc(Cn3c(SCc4ccc(F)cc4)nc4ccncc43)c(C)o2)cc1OC
  23µM*	-83%	-22%	3.7µM*	?	?	?	-20	0%
[23] COc1ccccc1S(=O)(=O)N(C)C[C@@H]1OCc2cn(nn2)CCCC(=O)N([C@@H](C)CO)C[C@H]1C
  4%	6%	4%	/	19%	3%	i	26	/
[24] CCn1c(O)c(/C=N/NC(=O)c2ccncc2)c(=O)n(CC)c1=S
  1%	-16%	/	20%	3%	14%	/	-9	3%
[25] Cc1cc(=O)c2cc(Cl)ccc2[nH]1
  6%	-1%	127%[activator]	-8%	-26%	-3%	i	12	7%
[26] CCCc1c(C)nc2ccccc2c1SCCC#N
  -2%	-66%	/	?	-1%	-6%	i	16	17%
[27] CC(C)(C)NCC(=Cc1ccccc1)C(=O)c1ccccc1
  6.5µM*	-100%	8.4µM*	1.8µM*	5.2µM*	5.8µM*	11µM*	-102*	5.2µM*
[28] Clc1ccc(CN2CCSCC2)c(Cl)c1
  2%	-6%	-18%	?	0%	14%	?	10	-5%
[29] CN(Cc1ccccc1N1CCCC1)C(=O)c1cc2cc(Cl)ccc2o1
  0%[9.24 µM]	-21%	-24%	15µM*	?	-1%	i	17	-25%
[30] CCOc1ccc(NC(=S)N(CCOC)C(C)c2ccco2)cc1 (stereo not given)
  3%	-4%	/	1%	0%	4%	i	-17	-12%
[31] CCN(CC)S(=O)(=O)c1cc(NC(=O)c2cc([N+](=O)[O-])ccc2N2CCOCC2)ccc1C
  -14%	-5%	-18%	-3%	?	-15%	i	i	6%
[32] CCCCn1nc(C(=O)Nc2nc3c(s2)CCCC3)c2ccccc2c1=O
  9%	-21%	/	14%	0%	0%	i	1	0%
[33] Cn1c(N)c(C(=O)COC(=O)CCCOc2ccc(Cl)cc2Cl)c(=O)n(C)c1=O
  3%	3%	-3%	2%	13%	10%	i	-11	-7%
[34] O=C(NCc1cccnc1)c1ccc(Cl)c(S(=O)(=O)N2CCCCCC2)c1
  -11%	-12%	-12%	-34%[inhibitor]	-22%	-17%	i	-2	-9%
[35] CC12CCC(C(=O)N(CSC(=S)N/N=C\c3ccccc3)C1=O)C2(C)C (stereo not given)
  4%	-51%	3%	?	?	-28%	i	21	-2%
[36] CCC(CC)C(=O)Nc1ccc(OCc2cc(=O)n3c4c(sc3n2)CCCC4)cc1
  /	-3%	8%	/	-16%	/	i	/	/
[37] Cc1ccc(-c2nc3s/c(=C\c4ccco4)c(=O)n3n2)cc1
  -14%	-21%	8%	-3%	4%	0%[9.24 µM]	i	28	5%
[38] CCOC(=O)CNc1ccc(C(=O)OCC)cc1[N+](=O)[O-]
  1%	-10%	-10%	0%	3%	-2%	i	0	-17%
[39] O=C(NCc1cccs1)c1ccccc1F
  11%	-3%	10%	-8%	7%	1%	?	-3	-8%
[40] CCOc1ccc(C(C)(C)C)cc1S(=O)(=O)n1nc(C)cc1C
  0%	-17%	-7%	-13%	-9%	-1%	i	-1	0%[9.22 µM]
[41] CCc1ccccc1NC(=O)CSc1n[nH]c(-c2cccnc2)n1
  0%	6%	-1%	-27%	1%	1%	i	51	-67%[inhibitor]
[42] O=S(=O)(c1ccc(SCc2ccc(Br)cc2)nc1)N1CCCCC1
  -4%	4%	-4%	11%	-2%	-3%	i	-3	-16%
[43] Cc1ccnc(SCC(=O)Nc2sc3c(c2C#N)CCCC3)n1
  -13%	-33%	9%	0%	?	-19%	i	?	1%
[44] COCCn1c(SCC(=O)N2CC(=O)Nc3ccccc32)nc2ccccc21
  -4%	5%	0%	6%	-1%	-1%	i	8	-2%
[45] COc1cc(OC)c(NC(=O)CCc2c(C)nc3cc(-c4ccccc4OC)nn3c2C)cc1Cl
  /	4%	3%	/	17%	/	i	/	/
[46] CCn1cc(C(=O)N2CCn3c(nc4ccccc43)C2)c(=O)c2ccc(C)nc21
  -15%	-6%	1%	1%	3%	-1%	i	-21	-3%
[47] COc1ccc(C2c3cc(OC)c(OC)cc3CCN2C2CC(=O)N(c3ccccc3)C2=O)cc1OC (stereo not given)
  16%	0%	4%	5%	0%	1%	i	-7	1%
[48] CC(C)n1cc(C(=O)N2CCCC(Nc3ccc(F)c(F)c3)C2)cn1 (stereo not given)
  -6%	-5%	/	3%	-3%	0%	?	8	1%
[49] CCOc1ccc(CCNc2ccc3nnc(-c4ccccc4)n3n2)cc1OCC
  16%	-12%	-7%	-8%	-8%	6%	?	31	-16%
[50] CC1CN(C(=O)CSc2ncnc3sccc23)CC(C)O1 (stereo not given)
  10%	9%	2%	?	3%	18%	i	-18	-7%
[51] COCc1[nH]nc2c1C(c1cccc(OC)c1)C(C#N)=C(N)O2 (stereo not given)
  10%	7%	8%	-21%	-1%	8%	i	-12	0%
[52] O=C(c1ccccc1)C1C(c2ccccc2)C1[N+](=O)[O-] (stereo not given)
  13%	-1%	-3%	14%	6%	6%	?	-56*	-4%
[53] CCC(=O)N1CN(S(=O)(=O)c2ccc(C)cc2)CC1C (stereo not given)
  4%	-2%	18%	4%	8%	0%	i	5	-3%
[54] CCN(CC)CCN(C(=O)/C=C/c1cccs1)c1nc2ccc(F)cc2s1
  -21%	-40%	/	17%	10%	-10%	i	-78*	-8%
[55] CN(Cc1cnn(C)c1)C(=O)C1CCC(=O)N(Cc2ccc(Cl)cc2)C1 (stereo not given)
  -2%	5%	2%	1%	17%	-2%	i	0	-2%
[56] COc1cccc(NC(=S)Nc2ccc(F)cc2)c1
  -25%	0%	5%	0%	-6%	-29%	i	25	2%
[57] CCOc1ccccc1C(=O)NCC(=O)N1CCC(C)CC1
  1%	-12%	27%	15%	6%	15%	i	-17	-1%
